High-throughput results from PubChem BioAssay.
TDP1 block: qHTS Assay for Inhibitors of Tyrosyl-DNA Phosphodiesterase (TDP1); AID 485290, 2010; recombinant TDP1, AlphaScreen DNA substrate cleavage; Potency, µM (doses to about 130 µM), inactives show at the top dose activity change, negative = inhibition, hits mostly inhibitors; Tyrosyl-DNA phosphodiesterase 1 (Homo sapiens), Q9NUW8; hit rate 0.28% among 350,000; further: nearly all actives have a fitted effect of over 40% in size
Target sequence (Q9NUW8 whole entry, looked up): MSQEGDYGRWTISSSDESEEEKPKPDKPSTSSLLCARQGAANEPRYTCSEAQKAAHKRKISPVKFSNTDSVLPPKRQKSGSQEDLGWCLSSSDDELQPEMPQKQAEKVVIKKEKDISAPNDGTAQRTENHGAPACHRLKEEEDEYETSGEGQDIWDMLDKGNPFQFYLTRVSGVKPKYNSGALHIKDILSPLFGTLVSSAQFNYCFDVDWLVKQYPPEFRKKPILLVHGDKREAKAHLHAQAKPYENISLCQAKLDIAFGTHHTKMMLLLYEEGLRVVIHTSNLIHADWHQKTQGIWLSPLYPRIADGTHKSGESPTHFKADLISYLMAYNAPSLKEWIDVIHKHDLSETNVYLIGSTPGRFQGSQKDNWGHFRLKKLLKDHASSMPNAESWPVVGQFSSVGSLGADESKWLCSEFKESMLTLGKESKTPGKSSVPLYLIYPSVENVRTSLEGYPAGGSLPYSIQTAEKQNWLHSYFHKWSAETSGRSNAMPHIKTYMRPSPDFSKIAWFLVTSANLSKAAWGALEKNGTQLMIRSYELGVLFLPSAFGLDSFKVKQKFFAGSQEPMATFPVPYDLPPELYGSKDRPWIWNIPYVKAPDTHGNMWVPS
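Enzyme-compound mixtures sat 15 min at room temperature, followed by a 5 min reaction with 15 nM final substrate and 10 min with AlphaScreen beads. Recombinant human Tdp1 was used at 1 nM final.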
DT40 TDP1 CPT: qHTS for Inhibitors of human tyrosyl-DNA phosphodiesterase 1 (TDP1): qHTS in cells in presence of CPT. Potency, µM (top dose mostly 46.2 µM), inactives show at the highest dose activity change, negative = growth inhibition, most hits filed as inhibitors. AID 686979, 2013. chicken DT40 Tdp1-/-;hTDP1 cells + 20 nM CPT, ATP luminescence, 48 h. hit rate 12% among 420,000; further: nearly all actives have a fitted effect of over 55% in size
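Chicken DT40 Tdp1-/- cells stably complemented with human TDP1 were seeded at 400 cells/well in medium containing 20 nM camptothecin, exposed to pin-transferred compounds, and grown at 37 °C for at least 48 hr. Viability was read as ATP luminescence.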
TDP1 cell noCPT: qHTS for Inhibitors of human tyrosyl-DNA phosphodiesterase 1 (TDP1): qHTS in cells in absence of CPT; Potency, µM (doses to about 46.2 µM), for the others: at the highest dose activity change, negative = growth inhibition, usual class: inhibitors; AID 686978, 2013; hit rate 15% among 420,000; DT40 Tdp1-/- hTDP1 cells, no CPT, ATP luminescence, 48 h; further: nearly all actives have a fitted effect of over 55% in size
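Camptothecin absent (DMSO only). Human TDP1-complemented DT40 knockout cells, 400 cells/well, 37 °C for minimum 48 hr; ATP measured via CellTiter-Glo, 30 min dark incubation, luminescence.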
* marks the source's active call; other numbers are inactive results; ? = inconclusive; / = not tested or not shown; [ ] = dose if it differs, or a comment. The call rests on the fitted dose curve; in most records, active means well fitted curve in the direction sought with a large enough effect; inconclusive means small, poorly fitted or top-dose-only effect, or another doubt; inactive means no such curve, though single readings can be large; an effect the other way counts as inactive or inconclusive. On the % scale 0 is the no-effect control and ±100 the full control effect; potency means the concentration at half of the fitted maximal effect.

| Structure | TDP1 block | DT40 TDP1 CPT | TDP1 cell noCPT |
| --- | --- | --- | --- |
| CCOc1ccc(-c2cc(C(=O)N3CCN(c4cccc(C)c4)C(C)C3)c3ccccc3n2)cc1 (stereo not given) | 8% | 16µM* | 7.3µM* |
| CCN1CCN(CCNC(=O)CSCc2nc(-c3ccc(OC)c(OC)c3)oc2C)CC1 | 2% | 0% | 3% |
| O=C(NC(=S)Nc1cccc2ncccc12)c1ccco1 | -4% | -10% | -1% |
| O=C(C1CCN(C2CCN(Cc3ccsc3)CC2)CC1)N1CCOCC1 | 4% | -1% | 4% |
| COc1ccc(C2c3ccc4ccccc4c3Oc3ncn(CCO)c(=N)c32)cc1 (stereo not given) | / | ? | 26µM* |
| CCOC(=O)c1ccc(NC(=S)NC2CCCC2)cc1 | -3% | -29% | -13% |
| C=CCn1c(CSCc2ccccc2)nnc1SCC(=O)N1CCN(c2ccccc2)CC1 | -5% | ? | 15µM* |
| Fc1cc2ncn(Cc3ccccc3)c2cc1F | 3% | 5% | -9% |
| NC(=O)/C(=C\c1cccnc1)NC(=O)c1ccccc1 | 4% | 0% | -2% |
| Cc1cn([C@H]2C[C@H](O)[C@@H](CNS(=O)(=O)c3ccc(NS(=O)(=O)N(C)C)cc3)O2)c(=O)[nH]c1=O | / | -4% | -24% |
| CC(C)COC(=O)N(C)C[C@@H]1OCc2cnnn2CCCC(=O)N([C@H](C)CO)C[C@H]1C | / | -2% | 3% |
| Cc1cc(N2CCN(S(=O)(=O)c3ccc(Br)cc3)CC2)n2ncnc2n1 | 0% | -14% | -22% |
| O=C(NCC1CCCO1)C1CCN(C(=O)c2ccc(Br)cc2)CC1 (stereo not given) | 6% | -16% | -3% |
| O=C(CN(C(=O)c1csnn1)c1ccccc1)NCc1ccc2c(c1)OCO2 | / | -6% | -6% |
| Cc1ccc(S(=O)(=O)N2CCC(C(=O)NCCN3CCCCCC3)CC2)cc1 | 3% | -8% | -18% |
| COc1ccc2nc(SCC(=O)NC(C)(C)C)[nH]c2c1 | -2% | 5% | -18% |
| COc1cccc(CN(C)C(=O)c2cccc(S(=O)(=O)N3CCN(c4ccc(F)cc4)CC3)c2)c1OC | -2% | 21µM* | 13µM* |
| COc1ccc(C(=O)C=CNNC(=O)c2ccc(Cl)cc2)cc1 | / | 3.3µM* | ? |
| OCCNC(=S)Nc1ccc2nsnc2c1 | 0% | -5% | -5% |
| CN(C)c1cc2c(cc1NC(=O)c1ccccc1Cl)n(C)c(=O)n2C | 5% | ? | ? |
| Cc1ccc(NC(=O)Nc2sc(=S)n(C)c2C)cc1 | 0% | -1% | 0% |
| COc1cc(SC)ccc1C(=O)N(C)Cc1ccccc1 | 2% | -1% | -12% |
| Cc1nc(SCC(=O)NCc2ccccc2)c2oc3ccccc3c2n1 | -1% | -20% | -27% |
| CSc1ncc2[nH]c(C(O)c3ccccc3)nc2n1 (stereo not given) | / | 9.2µM* | 10µM* |
| O=C(NCC(=O)c1ccccc1)OCc1ccc([N+](=O)[O-])cc1 | / | -14% | -22% |
| O=C(O)c1ccc(-c2nc(-c3ccccc3)cs2)cc1 | -1% | 0% | -14% |
| O=C(CSc1nc2ncc(Br)cc2[nH]1)Nc1ccc2c(c1)OCO2 | 1% | ? | ? |
| O=C(O)C1CCN(C(=O)CSc2nc3ccccc3c(=O)n2Cc2ccccc2)CC1 | / | 10% | -26% |
| COc1ccccc1/C=C/c1cnccn1 | / | -5% | ? |
| Fc1ccccc1NC(=S)N1CCOCC1 | / | 2% | -1% |
| COc1ccc(NC(=O)Cn2c(=O)c3ccccc3n3nncc23)c(OC)c1 | 4% | 6% | ? |
| COc1ccc(Nc2cc(C(=O)NCc3cccs3)c3ccccc3n2)cc1 | 0% | 2% | -14% |
| CNc1c(Br)cc(C=O)cc1Br | / | ? | -29% |
| Cc1ccccc1NC(=O)c1ccc2c(c1)C(=O)N(CCC(C)C)C2=O | 7% | -7% | -26% |
| Cc1oc(-c2cccc3ccccc23)nc1CN1CCC[C@H]1CO | 5% | -24% | -25% |
| CC1(C(=O)NS(=O)(=O)c2cccc(C#N)c2)CCN1C(=O)Cc1ccccc1 (stereo not given) | / | 9% | 1% |
| O=C(CSc1nc(-c2ccccc2)c(-c2ccccc2)[nH]1)NCCN1C(=O)CSC1=O | 9% | 13µM* | 15µM* |
| Cc1cc(C)cc(NC(=O)C(c2ccccc2)N2CCN(CC(=O)NC3CC3)CC2)c1 (stereo not given) | 1% | -18% | -30% |
| COc1ccc2c(c1)nc(-c1cccc(Br)c1)c(=O)n2C(c1ccccn1)c1nc2ccccc2[nH]1 (stereo not given) | / | ? | ? |
| CCn1c(SCC(=O)Nc2ccc(OC)c(OC)c2)nnc1-c1ccco1 | 3% | -16% | ? |
| C=CCn1c(SCC(=O)NC2CCCC2)nc2c([nH]c3ccccc32)c1=O | 1% | -21% | -12% |
| CCCCn1c(=O)[nH]c(=O)c2c1nc(-c1ccc(OC(F)F)c(OC)c1)n2C | 5%[0.0935 µM] | -27% | -23% |
| Cc1ccc(OCC(=O)NC2CCCc3ccccc32)c(C)c1 (stereo not given) | -3% | -12% | ? |
| CCc1cc(=O)oc2cc(C)cc(OCC(=O)NC(Cc3c[nH]c4ccc(O)cc34)C(=O)O)c12 (stereo not given) | / | 1% | -3% |
| COc1ccc(CC(CC(=O)O)C(=O)NCc2ccccc2)cc1 (stereo not given) | 6% | 0% | -1% |
| CCc1cc(-c2nnn(CCC3COCCO3)c2CC)ccc1-c1cn(Cc2ccccc2)nn1 (stereo not given) | / | 16µM* | 21µM* |
| COC(=O)c1sc(-c2ccc(Cl)cc2)cc1NC(=O)c1ccccc1C(=O)O | -2% | ? | ? |
| N#C/C(=C\c1cc2c(cc1Br)OCO2)c1ccc(C(=O)O)cc1 | / | -9% | 13% |
| COc1ccccc1NS(=O)(=O)c1cc(NC(=O)c2ccncc2)ccc1N1CCOCC1 | 3% | 12µM* | 12µM* |
| Cc1cccc2c1-c1sc(C(=O)NCCc3ccc(Cl)cc3)cc1CO2 | -5% | 13µM* | 7.3µM* |
| CCSc1ccc(NC(=O)c2cccnc2)cc1 | -2% | -2% | -14% |
| Cc1[nH]n2c(=O)cc(Cc3ccccc3)nc2c1C#N | 5% | 0% | -16% |
| c1ccc(-c2cc(-c3cc(-c4ccccc4)on3)no2)cc1 | / | -1% | ? |
| O=C(CCNC(=O)c1ccc(Br)cc1)NCCCN1CCCC1=O | 0% | 1% | 12% |
| O=C(c1ccoc1)N1CCC2(CC1)Oc1ccc(F)cc1C(=O)C21CC(c2ccc(Cl)cc2)=NO1 (stereo not given) | 7% | ? | ? |
| CSc1nc(-c2ccccc2)nc(N2CCN(C)CC2)c1C(C)=O | 4% | -5% | ? |
| COc1ccc(CNC(=O)C[C@H]2C[C@H](C(=O)N3CCOCC3)[C@@]3(CCC4CCCC4)c4[nH]c5cc(-c6ccco6)ccc5c4CCN3C2=O)cc1OC | 4%[56.1 µM] | 18µM* | ? |
| COCCNc1nc(Oc2ccc(C(N)=O)cc2)c2sccc2n1 | / | ? | ? |
| Cn1cnnc1SCC(=O)NNC(=O)COc1ccc(Cl)cc1 | 5% | 3% | 2% |
| CCc1[nH]nc(C(=O)N2CCCC(CO)(Cc3ccc(F)cc3F)C2)c1C (stereo not given) | 1% | ? | -24% |

New compounds follow
| Structure | TDP1 block | DT40 TDP1 CPT | TDP1 cell noCPT |
| --- | --- | --- | --- |
| CCc1nn(Cc2ccc(Cl)cc2)c(=O)c2cc3cc(C)ccc3n12 | 5% | -26% | -2% |
| O=[N+]([O-])c1ccc2cn(C3OC(CO)C(O)C3O)nc2c1 (stereo not given) | / | ? | ? |
| CCCNC(=O)COc1coc(CN2CCN(c3cccc(Cl)c3)CC2)cc1=O | 3% | 3% | -30% |
| CCc1ccc(-c2cc3c(=O)n(CC(=O)NCCCN4CCN(C)CC4)ncn3n2)cc1 | 2% | -29% | 0% |
| CN(C)CCCNS(=O)(=O)c1ccc(-n2nnc3ccccc32)c([N+](=O)[O-])c1 | 4%[0.0935 µM] | ? | ? |
| O=C(c1cc(S(=O)(=O)N2CCOCC2)c(Cl)cc1Cl)N1CCCCC1CO (stereo not given) | / | -10% | -17% |
| Cc1ccc(SCC(=O)NCc2ccncc2)cc1 | -5% | -11% | -9% |
| O=C(Cc1ccc2ccccc2c1)Nc1ccccc1Br | 5% | -1% | -16% |
| CC1CCCN(C(=O)Cn2cnc3c2c(=O)n(C)c(=O)n3C)C1 (stereo not given) | -5% | 7% | -9% |
| O=S(=O)(c1ccc(F)cc1)N1CCN(C(=S)NCC2CCCO2)CC1 (stereo not given) | -1% | 6% | -23% |
| Cc1cnc(CNc2ncnc3ccc(-c4ccccc4C)cc23)cn1 | / | 16µM* | ? |
| Oc1ccc(/C=N/N(Cc2ccccc2)c2ccccc2)cc1 | 5% | 23% | 1% |
| COc1c[nH]n(C2CCCCC2)c(=O)c1=O | 4% | ? | -20% |
| COc1ccc(C(=O)ON=C2c3ccccc3-c3ccccc32)cc1OC | 5% | ? | ? |
| Cc1ccn(C(=O)c2ccc(NC(=O)C3CC3)cc2)n1 | 0% | -7% | ? |
| Cc1ccc(NC(=O)CN(C)C(=O)c2ccc(NC(=O)CC3SC(N4CCCC4)=NC3=O)cc2)cc1 (stereo not given) | / | -6% | -3% |
| CCc1ccc2occ(CC(=O)Nc3c(C(=O)c4ccccc4)oc4ccccc34)c2c1 | -5% | -26% | ? |
| COc1ccc(CC(=O)NC(CC(=O)O)c2cccc([N+](=O)[O-])c2)cc1 (stereo not given) | 1% | 2% | -6% |
| COc1cc(/C=C2\SC(=S)N(NS(=O)(=O)c3ccc(C)cc3)C2=O)cc(OC)c1OC | / | 1% | -17% |
| COCCn1c(-c2ccc(OC)cc2)nc2oc3cc(OC)ccc3c(=O)c2c1=O | 1% | -27% | -18% |
| O=C(N/C(=C\c1ccco1)C(=O)N1CCCC1)c1ccccc1 | / | 7% | -5% |
| O=c1oc2cc(Oc3ccc(C(F)(F)F)cc3[N+](=O)[O-])ccc2c2c1CCC2 | 0% | -3% | -9% |
| COc1cc(NC(=S)N2CCCC(C)C2)cc(OC)c1OC (stereo not given) | 4% | -22% | -27% |
| Cc1ccccc1OCc1nc(C#N)c(N2CCCC2)o1 | 0% | 3% | -6% |
| CCOC(=O)C1CCN(C(=O)CNC(=O)c2nn(-c3ccc(OC)cc3OC)c(=O)c3ccccc23)CC1 | 9%[0.0935 µM] | -18% | -22% |
| COC(=O)Cn1c(=NC(=O)c2ccc(Cl)s2)sc2cc(C)ccc21 | 8% | ? | ? |
| Cc1ccc2oc(-c3ccc(NC(=O)c4oc5ccc(Cl)cc5c4C)cc3)nc2c1 | 3%[2.28 µM] | 0% | 3% |
| CC1(C)CC(=O)C2=C(C1)N(Cc1ccco1)C(=O)C2(NC(=O)c1cccnc1)C(F)(F)F (stereo not given) | 2% | -4% | -6% |
| CCC(C)[C@H](NS(=O)(=O)c1ccc(F)cc1Br)C(=O)OC (stereo not given in full) | / | -11% | -11% |
| COc1ccc(N2CCN(c3ncnc4c3[nH]c3ccccc34)CC2)cc1 | 6% | 3.7µM* | 2.3µM* |
| CCN(C1CCCCC1)S(=O)(=O)c1ccc(S(=O)(=O)NCc2ccncc2)cc1 | 0% | 7.3µM* | 9.2µM* |
| COC(OC)c1ccc(C#N)c(=O)[nH]1 | 2% | -13% | 4% |
| CC(Sc1nnc(-c2cccnc2)n1N)C(=O)N1CCOCC1 (stereo not given) | -12%[0.505 µM] | 1% | -22% |
| Cc1cc(C)cc(NC(=O)CCc2c(C)nc3c(c2C)c(=O)n(C)c(=O)n3C)c1 | 5% | ? | 16µM* |
| Cc1ccnc(SCC(=O)Nc2c(C)n(C)n(-c3ccccc3)c2=O)n1 | 7% | 3% | -6% |
| O=C(CCC1N=C2c3ccccc3N=C(SCC(=O)NCc3ccco3)N2C1=O)NCc1ccco1 (stereo not given) | / | -17% | -16% |
| CCNC(=O)C1(C)CCN(C(=O)c2cc(OC)c(OC)c(OC)c2)C1 (stereo not given) | / | -6% | 15% |

Entries listed so far with a cyano group:
| Structure | TDP1 block | DT40 TDP1 CPT | TDP1 cell noCPT |
| --- | --- | --- | --- |
| CC1(C(=O)NS(=O)(=O)c2cccc(C#N)c2)CCN1C(=O)Cc1ccccc1 (stereo not given) | / | 9% | 1% |
| N#C/C(=C\c1cc2c(cc1Br)OCO2)c1ccc(C(=O)O)cc1 | / | -9% | 13% |
| Cc1[nH]n2c(=O)cc(Cc3ccccc3)nc2c1C#N | 5% | 0% | -16% |
| Cc1ccccc1OCc1nc(C#N)c(N2CCCC2)o1 | 0% | 3% | -6% |
| COC(OC)c1ccc(C#N)c(=O)[nH]1 | 2% | -13% | 4% |
